Source: PubChem
DT40 TDP1 CPT – qHTS for Inhibitors of human tyrosyl-DNA phosphodiesterase 1 (TDP1): qHTS in cells in presence of CPT. chicken DT40 Tdp1-/-;hTDP1 cells + 20 nM CPT, ATP luminescence, 48 h. Potency, µM (doses to about 46.2 µM), without a hit: at the highest dose activity change, negative = growth inhibition, most hits filed as inhibitors. actives 12% (n = 420,000); note: nearly all actives have a fitted effect of over 55% in size
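Cell growth measured by CellTiter-Glo luminescence after a minimum 48 h, 37 C compound exposure with 20 nM CPT in Tdp1-knockout DT40 cells stably expressing hTDP1, seeded 400/well; qHTS titration format.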
DT40 TDP1 no CPT – qHTS for Inhibitors of human tyrosyl-DNA phosphodiesterase 1 (TDP1): qHTS in cells in absence of CPT | DT40 Tdp1-/- hTDP1 cells, no CPT, ATP luminescence, 48 h | Potency, µM (doses to about 46.2 µM), for the others: at the highest dose activity change, negative = growth inhibition, usual class: inhibitors | actives 15% (n = 420,000); note: nearly all actives have a fitted effect of over 55% in size
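No-CPT arm: Tdp1-/-;hTDP1 DT40 cells (400/well) plus compounds, incubated ≥48 hr at 37 °C. Readout CellTiter-Glo luminescence.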
GCN5L2 inh – qHTS Assay for Inhibitors of GCN5L2; Potency, µM (top dose mostly 58.9 µM), for the others: at the top dose activity change, negative = inhibition, most hits filed as inhibitors; GCN5L2 HAT assay, ThioGlo1 CoA-SH fluorescence; actives 0.21% (n = 390,000)
Target sequence (Q92830 whole entry, looked up): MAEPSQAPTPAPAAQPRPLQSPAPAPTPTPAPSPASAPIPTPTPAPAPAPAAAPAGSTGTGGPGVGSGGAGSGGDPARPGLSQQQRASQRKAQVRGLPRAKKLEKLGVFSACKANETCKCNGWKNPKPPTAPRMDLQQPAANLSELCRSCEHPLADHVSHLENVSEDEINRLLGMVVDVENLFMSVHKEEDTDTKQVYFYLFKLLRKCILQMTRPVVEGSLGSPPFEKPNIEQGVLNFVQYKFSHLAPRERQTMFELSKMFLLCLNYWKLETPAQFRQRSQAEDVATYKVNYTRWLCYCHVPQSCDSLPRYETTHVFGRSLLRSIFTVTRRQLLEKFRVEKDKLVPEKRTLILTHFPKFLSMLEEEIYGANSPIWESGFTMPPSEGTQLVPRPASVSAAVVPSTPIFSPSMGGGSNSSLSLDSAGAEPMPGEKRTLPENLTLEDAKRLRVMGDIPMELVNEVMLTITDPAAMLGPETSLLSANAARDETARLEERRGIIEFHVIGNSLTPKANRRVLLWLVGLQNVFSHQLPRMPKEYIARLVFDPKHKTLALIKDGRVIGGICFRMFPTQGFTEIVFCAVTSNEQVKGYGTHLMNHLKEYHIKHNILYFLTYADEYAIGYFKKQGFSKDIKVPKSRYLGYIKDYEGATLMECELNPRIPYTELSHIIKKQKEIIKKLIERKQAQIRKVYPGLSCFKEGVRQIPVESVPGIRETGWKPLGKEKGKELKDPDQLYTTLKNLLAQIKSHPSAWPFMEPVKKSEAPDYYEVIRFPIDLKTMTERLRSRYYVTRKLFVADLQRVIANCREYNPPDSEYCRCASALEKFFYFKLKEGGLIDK
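ThioGlo1-coupled HAT assay: 20nM GCN5L2, 70uM acetyl-CoA, 75uM H3(1-25) peptide, pH 7.5. Fluorescence read at 340/540nm at start and after 20 min at room temperature.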
An asterisk follows results filed as active; ? = inconclusive; / = not tested or not shown; & = joins results of further samples. Calls come from the whole dose curve; as a rule, active = well fitted curve in the direction sought with a large enough effect; inconclusive = small, poorly fitted or top-dose-only effect, or another doubt; inactive = no such curve, though single readings can be large; an effect the other way counts as inactive or inconclusive. % is set by controls: 0 for no effect and ±100 for the full control effect; potency is the fitted concentration of half-maximal effect.

Sequence of screens – DT40 TDP1 CPT, DT40 TDP1 no CPT, GCN5L2 inh
> O=C(NC1CCCC1)C(c1ccncc1)N(Cc1cccs1)C(=O)c1csnn1 (configuration not stated)
  -20%, -18%, -1%
> C=C(C)Cn1c(CCNC(=O)c2ccco2)nc2ccccc21
  -29%, ?, -5%
> COc1cc(NS(=O)(=O)c2cc3c(cc2C)n(C)c(=O)c(=O)n3C)cc(OC)c1
  -20%, ?, -8%
> COc1ccc(OCCCC(=O)NCCc2ccccc2)cc1
  -4%, -1%, 0%
> COc1cc(C2NC(C(=O)O)Cc3c2[nH]c2ccccc32)cc(OC)c1OC (configuration not stated)
  -6%, -12%, -3%
> CCOc1ccc(NC(=O)C2CCN(c3nnc(C)c4c(C)n(-c5ccccc5)nc34)CC2)cc1
  -14%, -26%, ?
> Cc1cc(=O)[nH]c(SCC(=O)Nc2nnc(SCc3ccccc3)s2)n1
  -9%, ?, -9%
> O=C(NCCc1ccccc1)C1CCC(=O)N(Cc2cccc(C(F)(F)F)c2)C1 (configuration not stated)
  -16%, -21%, -7%
> OCCC1CN(Cc2cccc3nonc23)CCN1C1CCCCC1 (configuration not stated)
  25%, -8%, -4%
> Cc1cc(NC(=O)COC(=O)COc2ccc(Cl)cc2C)c([N+](=O)[O-])cc1C
  3%, -40%, -6%
> CCC(Oc1ccccc1F)C(=O)Nc1c(C(=O)c2ccccc2)oc2ccccc12 (configuration not stated)
  -22%, ?, -11%
> CCOc1cc(C(=O)OC(C)C(=O)Nc2ccccc2OC)ccc1OCC(=O)N1CCOCC1 (configuration not stated)
  -20%, ?, /
> CCC1CCCCN1S(=O)(=O)c1cc2c(cc1C)NC(=O)CO2 (configuration not stated)
  ?, ?, -10%
> CCOC(=O)c1ccc(NC(=O)c2nsc3ccccc23)cc1
  18µM*, ?, -18%
> CC(C)Cc1ccc(S(=O)(=O)N2CCOCC2)cc1
  -19%, -15%, -1%
> O=C(O)C1(Nc2ccc(Cl)cc2)CCCC1
  4%, 4%, /
> COc1ccc(NC(=O)C(=O)NCCc2csc(-c3ccc(Cl)cc3)n2)cc1
  -16%, -12%, 0%
> CC(C)(C)S(=O)(=O)/C(C#N)=N/Nc1ccc(S(N)(=O)=O)cc1
  2%, -10%, -10%
> CC(C)[C@@H](C(=O)NC1CC1)N1C(=O)N2CCc3c([nH]c4ccccc34)[C@@]2(C)C1=O
  ?, -28%, -25%
> Cc1ccc(OCc2nnc(SCC(=O)N3C(C)CCCC3C)o2)cc1 (configuration not stated)
  -18%, ?, -2%
> COc1ccc(CN2C(=O)c3cccc4cccc(c34)C2=O)cc1
  -19%, -4%, -7%
> O=C(COc1ccccc1)N1CCN(c2ncnc3c2cnn3-c2ccccc2)CC1
  ?, ?, -26%
> COCCn1c(SCCN2CCOCC2)nc2c1c(=O)[nH]c(=O)n2C
  10%, -1%, 2%
> CCOc1ccc(C(=O)c2cn(CC(=O)Nc3ccc(OC)cc3)c3cc4c(cc3c2=O)OCO4)cc1
  ?, -27%, 4%
> C=CCn1c(SCC(C)=O)nc2sc3c(c2c1=O)CCC3
  -16%, ?, -3%
> OC(CSc1c(Cl)cccc1Cl)CN1CCN(c2ccccc2F)CC1 (configuration not stated)
  ?, ?, -7%
> O=C(OCn1ncc(Cl)c(Cl)c1=O)c1cccc(C(F)(F)F)c1
  ?, 3.3µM*, -7%
> Cc1cccc(NC(=O)c2c(C)oc3ncnc(N4CCCCC4)c23)c1C
  ?, ?, -16%
> COc1cccc(C(C)N(C)Cc2nc(COc3ccccc3)no2)c1 (configuration not stated)
  -21%, -16%, -8%
> C[C@@H]1CN([C@H](C)CO)C(=O)CCCn2nncc2CO[C@H]1CN(C)C(=O)Nc1cccc(Oc2ccccn2)c1
  -11%, ?, /

Part of the list above in order of SMILES length, lowest first.
Sequence of screens – DT40 TDP1 CPT, DT40 TDP1 no CPT, GCN5L2 inh
> COc1ccc(OCCCC(=O)NCCc2ccccc2)cc1
  -4%, -1%, 0%
> COc1ccc(CN2C(=O)c3cccc4cccc(c34)C2=O)cc1
  -19%, -4%, -7%
> O=C(NCCc1ccccc1)C1CCC(=O)N(Cc2cccc(C(F)(F)F)c2)C1 (configuration not stated)
  -16%, -21%, -7%

Returning to the listing with the seven entries that preceded the break.
Sequence of screens – DT40 TDP1 CPT, DT40 TDP1 no CPT, GCN5L2 inh
> CCOc1ccc(C(=O)c2cn(CC(=O)Nc3ccc(OC)cc3)c3cc4c(cc3c2=O)OCO4)cc1
  ?, -27%, 4%
> C=CCn1c(SCC(C)=O)nc2sc3c(c2c1=O)CCC3
  -16%, ?, -3%
> OC(CSc1c(Cl)cccc1Cl)CN1CCN(c2ccccc2F)CC1 (configuration not stated)
  ?, ?, -7%
> O=C(OCn1ncc(Cl)c(Cl)c1=O)c1cccc(C(F)(F)F)c1
  ?, 3.3µM*, -7%
> Cc1cccc(NC(=O)c2c(C)oc3ncnc(N4CCCCC4)c23)c1C
  ?, ?, -16%
> COc1cccc(C(C)N(C)Cc2nc(COc3ccccc3)no2)c1 (configuration not stated)
  -21%, -16%, -8%
> C[C@@H]1CN([C@H](C)CO)C(=O)CCCn2nncc2CO[C@H]1CN(C)C(=O)Nc1cccc(Oc2ccccn2)c1
  -11%, ?, /
> Nc1nc2c(ncn2C2C[C@H](O)[C@@H](CO)O2)c(=O)[nH]1 (some centres not stated)
  10µM*, 6.5µM*, -2%
> O=C(c1cc2ccccc2o1)N1CCN(C/C=C/c2ccccc2)CC1
  15µM*, ?, -2%
> C[C@H](C(=O)O)c1n[nH]c(=O)c2ccccc12
  -9%, 1%, 6%
> COc1ccccc1C(=O)NCC(=O)N1CCN(c2ncccn2)CC1
  15%, 6%, -2%
> c1ccc2c(Cn3ccnc3)c[nH]c2c1
  -9%, -10%, 0%
> COCCn1c(SCC(=O)Nc2cccc(S(N)(=O)=O)c2)nc2cc(Cl)ccc2c1=O
  15µM*, 18µM*, -2%
> COCC(=O)N1CCC2(CC1)CN(C(=O)Nc1ccc(OC)cc1)C2
  4%, 11%, -2%
> Cc1c(C)c2c(c(C)c1O)CCC(C)(CCCC(C)CCCC(C)CCCC(C)C)O2 (configuration not stated)
  -3%, -1%, -3%&1%
> Clc1ccccc1-c1nccc(NCCN2CCOCC2)n1
  0%, 16%, -5%
> CCCn1c(SCC(=O)Nc2nnc(C)s2)nnc1C1CC1
  -4%, 16%, 2%
> COc1cc(C(=O)N2CCN(c3ccccc3F)CC2)ccc1OCC(=O)N1CCOCC1
  -8%, 7%, 2%
> Cc1cccc(S(=O)(=O)N2CCC(CO)(Cc3ccccc3)CC2)c1
  2%, ?, 0%
> CCOc1ccccc1NC(=O)CCNC(=O)C1CCN(S(=O)(=O)c2ccccc2)CC1
  -21%, -23%, /
> NC(=O)c1cc2n(n1)C(C(F)(F)F)CC(c1ccco1)N2 (configuration not stated)
  -1%, 19%, 0%
> CCCOc1ccc(-c2nc(N3CCCCC3)c3ccccc3n2)cc1
  -5%, -19%, -8%
> Cc1cccc(CNC(=O)CCCn2c(=O)c3cccn3c3ccc(F)cc32)c1
  ?, 23µM*, -8%
> Cc1cc(C)n(-c2nnc(C)n2N)n1
  15%, 3%, 0%
> CCN(CC(=O)NCc1cccs1)C(=O)c1ccc(NS(=O)(=O)c2ccc(C(C)=O)cc2)cc1
  -15%, 2%, -1%
> COc1cccc(CNC(=O)N2CCc3c(sc4c3CCCC4)C2c2ccc(F)cc2)c1 (configuration not stated)
  ?, 15µM*, 1%
> CN(CCc1ccccc1)C(=O)c1ccc(NC(=O)Cc2ccc(NC(=O)C3CCCN(C(=O)C4CC4)C3)cc2)cc1 (configuration not stated)
  -28%, -27%, /
> Cc1cccc(S(=O)(=O)N(C)C[C@@H]2OCc3cn(nn3)CCCC(=O)N([C@H](C)CO)C[C@H]2C)c1
  -27%, ?, /
> CCOC(=O)[C@]12CCCC=C1N(Cc1ccc3c(c1)OCO3)C(=O)[C@H](CC(=O)N1CCN(C(=O)C3CC3)CC1)C2
  ?, ?, /
> C#CCOCCOCCOCCNc1nc(N2CCN(C(=O)[C@H](CCCN=C(N)N)n3cc(C(N)[C@H](C)CC)nn3)CC2)nc(N2CCN(C(=O)[C@H](CCCN=C(N)N)n3cc(C(N)[C@@H](C)CC)nn3)CC2)n1 (some centres not stated)
  -7%, -19%, -5%
> Cc1cc(Cl)ccc1C(O)c1ncc(-c2cccc(F)c2)[nH]1 (configuration not stated)
  ?, ?, /
> COCCn1c(=O)c(-c2ccc(OC)cc2)nc2cnc(N3CCNCC3)nc21
  ?, ?, ?
> N[C@@H](Cc1ccc(O)cc1)C(=O)Nc1ccc2ccccc2c1
  2%, -2%, -1%
> CC1(CCc2ccccc2)NC(=S)N(c2ccccc2)N1 (configuration not stated)
  -6%, -17%, ?
> C=CCNC(=O)c1ccccc1NC(=O)c1cccc2ccccc12
  -20%, ?, -2%
> Cc1cccc(C)c1N1C(=O)CC(N2CCN(S(=O)(=O)c3ccccc3F)CC2)C1=O (configuration not stated)
  0%, 8%, -6%
> CCc1ccc(-c2ccc3nnc(SCC(N)=O)n3n2)cc1
  2%, 9%, 0%
> COc1cccc(C2CC(c3ccc(Cl)cc3Cl)n3nc(N)nc3N2)c1 (configuration not stated)
  ?, ?, -11%
> CCCCCCCNC(=O)C1(CC2CC(c3ccc(Cl)cc3)=NO2)CCN(C(=O)c2cc(OCC)c(OCC)c(OCC)c2)CC1 (configuration not stated)
  21µM*, 10µM*, 2%
> CCN(CC)S(=O)(=O)c1ccc2c(c1)N(CC(=O)Nc1cccc(C(C)=O)c1)C(=O)CO2
  ?, ?, -4%
> O=c1[nH]c(/C=C/c2ccccc2)c([N+](=O)[O-])c(=O)[nH]1
  -4%, -12%, -24%
> O=C(COc1ccccc1[N+](=O)[O-])Nc1cccc(S(=O)(=O)N2CCCC2)c1
  23µM*, 21µM*, -8%
> Cc1cccc(-c2noc(CN(C)C(=O)c3ccco3)n2)c1
  -11%, -26%, -1%
> Cn1nccc1C(=O)c1ccc(Cl)cc1
  1%, -14%, 3%
> CCCCOc1ccc(C(=O)Nc2nnc3n2CCS3)cc1
  ?, ?, 1%
> COCCCNC(=O)CN1C(=O)c2cccc3cccc1c23
  12%, -6%, 2%
> COc1cc(SC)ccc1C(=O)Nc1ccc2c(c1)CCC2
  ?, -88%, -9%
> COc1ccc(-c2cc(C)no2)cc1S(=O)(=O)N1CCN(c2ccccc2F)CC1
  ?, ?, -8%&-8%
> COc1ccc(/C=C/C(=O)c2cc(O)ccc2O)cc1
  16µM*, 16µM*, -12%
> CCOc1ccc(NC(=O)CN2CCN(CC(=O)Nc3cccc(F)c3)CC2)cc1
  ?, -22%, -1%
> COc1ccc(OCc2nnc3n2N=C(c2ccc(C)cc2)CS3)cc1
  ?, -28%, -8%
> COc1ccccc1NC(=S)NC1CCCCCCCCCCC1
  10µM*, 21µM*, -7%
> Cn1c(=O)cc(OCC(=O)NCCC2=CCCCC2)c2ccccc21
  4%, -24%, -8%
> Cc1ccc(C(=O)NCC(=O)OCC(=O)NCCc2ccccc2)s1
  ?, ?, -4%
> CCOC(=O)c1cc2occc2n1Cc1ccc(F)cc1
  -10%, -20%, /
> O=C(NC1CCCCC1)c1ccc(COc2ccccc2)o1
  4%, ?, 3%
> CCOC(=O)CN1C(=O)/C(=C/c2cccc(Br)c2)Oc2ccccc21
  -28%, ?, 10%
> COc1ccc2nc(NC(=O)c3ccccc3[N+](=O)[O-])sc2c1
  -3%, 3%, -3%
> CCCSC1=N/C(=C\c2ccc3c(c2)OCO3)C(=O)S1
  -14%, -8%, -18%
> CC1C(=O)OC2C(O)C34C5CC(C(C)(C)C)C36C(OC(=O)C6O)OC4(C(=O)O5)C12O (configuration not stated)
  -17%, -1%, -5%
> CCOC(=O)C1(C)CCCN(C(=O)C(c2ccccc2)c2ccccc2)C1 (configuration not stated)
  ?, ?, /
> CSc1ccccc1C(=O)C1CCCN(C(=O)NC(C)C)C1 (configuration not stated)
  -25%, -23%, 1%
> CCN(C(=O)COC(=O)CSc1ccc(C(N)=O)cc1[N+](=O)[O-])C1CCCCC1
  -27%, -14%, -4%
> Cc1ccccc1Oc1nnc(-c2cccs2)c2ccccc12
  ?, ?, -20%
> COCCCN1C(=O)C(CC(=O)NC2CC2)CC(C(=O)N(C(C)C)C(C)C)=C1C (configuration not stated)
  -4%, -9%, /
> CC1=C(C(=O)NCc2ccccc2C)C2(CCCCCC2)OC1=O
  ?, -21%, -8%
> CCC1(C)CC(c2nc(-c3ccc(OC)cc3)cs2)CCS1 (configuration not stated)
  ?, ?, -4%
